H1N1 NS1A inhibition: H1N1 influenza NS1A inhibitors, functional cell based assay (AID 504329). NS1A functional cell-based assay, percent inhibition; higher % means a stronger effect. inhibition, % at 12.5 µM, or IC50 in µM where a hit was titrated. 340,000 tested, 0.3% active; in the data active means a potency from the dose series; inconclusive means inhibition above about 27% without an active follow-up result; further: strong numbers were not always called active
M. tuberculosis: growth inhibition of non-replicating M. tuberculosis (AID 488890). Mycobacterium tuberculosis non-replicating, growth inhibition; higher % means a stronger effect. inhibition, % at 25 µM, or IC50 in µM where a hit was titrated. 320,000 tested, 0.39% active; in the data active means a potency from the dose series; inconclusive means inhibition mostly from about 82% at the one dose, without a potency; inactive means the rest, 99 in 100 with inhibition below about 76%;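 further: plate controls were DMSO cells for no effect and high antibiotic wells for full effect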
Salmonella PhoP GFP: PhoP regulon inhibitors, Salmonella typhi PhoP promoter GFP reporter, confirmatory (AID 1850); Salmonella Typhi PhoP-promoter GFP reporter, fluorescence, 4 h; higher % means a stronger effect; inhibition, % at 50 µM, or IC50 in µM where a hit was titrated; 310,000 tested, 0.33% active; in the data active means a potency from the dose series; inconclusive means inhibition mostly from about 25% at the one dose, without a potency; inactive means the rest, 99 in 100 with inhibition below about 19%;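 further: 0% = induced wells with vehicle and 100% = uninduced wells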
H37Rv inhibition: M. tuberculosis growth inhibition, HTS (AID 449762); M. tuberculosis H37Rv growth inhibition, 7H9 media; higher % means a stronger effect; one-dose inhibition, % at 25 µM; IC50 in µM for titrated hits; 330,000 tested, 0.59% active; in the data active means a potency from the dose series; inconclusive means inhibition above about 70% without an active follow-up result;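 further: bacterial growth assessed after seven days of incubation; strong numbers were not always called active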
VEEV TC-83 Vero: inhibitors of VEEV TC-83 cytopathic effect, confirmation, Vero cells (AID 588727). inhibition, % at 20 µM, or IC50 in µM where a hit was titrated. 350,000 tested, 0.13% active. Vero cells, VEEV TC-83 cytopathic effect inhibition; higher % means a stronger effect; in the data active means a potency from the dose series; inconclusive means inhibition mostly from about 14% at the one dose, without a potency; inactive means the rest, 99 in 100 with inhibition below about 12%; further: strong numbers were not always called active
Numbers without * were called inactive; i = inactive; ? = inconclusive; . = no result given.

SMILES | H1N1 NS1A inhibition | M. tuberculosis | Salmonella PhoP GFP | H37Rv inhibition | VEEV TC-83 Vero
Cn1cc(CNC(=O)c2cc(COc3ccc4c(c3)CCCC4)on2)cn1 | 0% | 35% | -5% | 7% | 3.3%
COc1cc(-c2nnc(SCC(=O)Nc3ccc(C(=O)O)cc3)o2)cc(OC)c1OC | -2% | 11% | . | -1% | 3.7%
Nc1c(-c2ccc(Cl)cc2)cnn1-c1cc(C(F)(F)F)cc(C(F)(F)F)c1 | -2% | -16% | 5% | -10% | i
CCOC(=O)COc1ccc2nsnc2c1 | -12% | ? | 7% | 34% | 1.2%
COCCN(C(=S)Nc1c(C)cc(C)cc1C)C(C)c1cccs1 (stereo unspecified) | 18% | 7% | 10% | 2% | 1.3%
COc1cc([N+](=O)[O-])ccc1NC(=O)C[n+]1ccccc1C | -2% | -1% | -13% | -3% | 1.4%
CC1CCN(C(=O)Cn2nnc(-c3ccccc3)n2)CC1 | 21% | -1% | 5% | 6% | 0.2%
Cc1ccc(NC(=O)CCC(=O)NNS(=O)(=O)c2ccc(Cl)cc2)cc1C | -3% | -10% | -7% | -6% | 0.3%
CC1(C)C(=O)C=C[C@]2(C)[C@H]3CC[C@@]4(C)[C@H](c5ccoc5)OC(=O)[C@H]5O[C@]54[C@]3(C)[C@H](O)C[C@@H]12 | . | 64% | -7% | 0% | .
Cc1ccc2nc(COC(=O)c3ccc(Cl)nc3)cc(=O)n2c1 | 3% | -3% | . | 6% | 3.0%
O=C(NCC1CCCO1)c1ccc(-c2cccc(C(F)(F)F)c2)o1 (stereo unspecified) | -8% | -3% | -3% | -2% | 4.5%
Cn1c(SCc2cc(=O)[nH]c3ccccc23)nnc1-c1ccc(Br)cc1 | -8% | 20% | 4% | 1% | 9.6%
O=C(CN1C(=O)NC2(CCCC2)C1=O)Nc1ccc(F)c(F)c1F | -17% | 5% | -11% | 6% | i
Cc1noc(C)c1C(=O)NCc1cccs1 | 2% | 6% | -3% | -4% | i
Cn1c(=O)[nH]c(=O)c2c1nc(SCCC(=O)O)n2Cc1cccc(Br)c1 | 6% | -6% | 4% | 0% | 0.9%
CSCCC(NC(=O)c1ccco1)C(=O)Nc1cc(C)ccn1 (stereo unspecified) | -4% | -21% | 2% | 3% | 3.8%
Cc1ccc(S(=O)(=O)N(C)C)cc1NC(=O)Nc1ccccc1 | -18% | -2% | 3% | -8% | 4.9%
Cc1ccc(S(=O)(=O)N2CCCC(C(=O)NCc3ccccc3F)C2)cc1 (stereo unspecified) | 7% | -7% | 4% | 1% | i
COC(=O)c1c(C)[nH]c(C(=O)OCC(=O)N(CC(C)C)c2c(N)n(Cc3ccccc3)c(=O)[nH]c2=O)c1C | 9% | 27% | 4% | 23% | 2.3%
CCOC(=O)CSc1nnc(Cn2nnc3ccccc32)n1-c1ccc(F)cc1 | . | 1% | -1% | -5% | i

Profiles as entered above. Values in the order: H1N1 NS1A inhibition	M. tuberculosis	Salmonella PhoP GFP	H37Rv inhibition	VEEV TC-83 Vero
`Cc1ccc(S(=O)(=O)N2CCCC(C(=O)NCc3ccccc3F)C2)cc1` (stereo unspecified) as listed: 7%	-7%	4%	1%	i
`COC(=O)c1c(C)[nH]c(C(=O)OCC(=O)N(CC(C)C)c2c(N)n(Cc3ccccc3)c(=O)[nH]c2=O)c1C` as listed: 9%	27%	4%	23%	2.3%
`CSCCC(NC(=O)c1ccco1)C(=O)Nc1cc(C)ccn1` (stereo unspecified) as listed: -4%	-21%	2%	3%	3.8%
`CCOC(=O)CSc1nnc(Cn2nnc3ccccc32)n1-c1ccc(F)cc1` as listed: .	1%	-1%	-5%	i

(cont.)
SMILES | H1N1 NS1A inhibition | M. tuberculosis | Salmonella PhoP GFP | H37Rv inhibition | VEEV TC-83 Vero
CCOC(=O)N1CCC(NC(=O)C2CCN(S(=O)(=O)N3CCCC3)CC2)CC1 | -2% | -4% | -21% | 2% | 0.7%
Cc1ccc(OCC(=O)NCCO)c(Br)c1 | -6% | 17% | -4% | 0% | 1.6%
COc1ccc(C(=O)N2CCN(C(C)=O)CC2)cc1S(=O)(=O)NCc1ccc(Cl)cc1 | 5% | -1% | 10% | -3% | 0.1%
Cc1cc(OCCCCCNCCO)cc(C)c1Cl | -4% | 52% | 41% | 16% | i
Cc1ccc(C(=O)Cn2nc(C)c([N+](=O)[O-])c2C)c(C)c1 | -7% | 10% | 3% | 4% | 2.2%
Cc1cc(Cl)ccc1NC(=O)c1ccc2c(c1)OCO2 | 4% | 47% | -8% | 1% | 0.3%
O=C(NCCc1cn2ccccc2n1)C1CCCCC1 | 27% | -9% | 0% | -1% | 1.0%
Cc1c(C(=O)N(C)CC(=O)Nc2cccc(F)c2)oc2c(Cl)cccc12 | 5% | 19% | 2% | -1% | 8.2%
COc1ccc(CCNc2ccc(S(=O)(=O)N3CCN(C)CC3)cc2[N+](=O)[O-])cc1 | 18% | 27% | -4% | ? | 1.2%
CCOC(=O)N1CCC(NC(=O)c2ccc(CS(=O)(=O)c3c(Cl)cccc3Cl)o2)CC1 | 0% | -16% | 8% | 2% | 0.6%
Cc1cccc(N2CCN(Cc3nc(C4CC4)no3)CC2)n1 | 5% | -6% | -3% | -1% | 0.3%
Cc1cc(=O)oc2c(C)c(OC(=O)c3ccco3)ccc12 | 1% | 1% | 0% | -1% | 8.6%
Cc1ccc([N+](=O)[O-])cc1NC(=S)NC(=O)C(C)(C)C | -1% | ? | 4% | -5% | i
CCN(C(=O)COC(=O)c1ccccc1Cc1ccccc1)c1c(N)n(Cc2ccccc2)c(=O)[nH]c1=O | 8% | . | . | . | 5.9%
Nc1cc(-c2nc3ncccc3o2)ccc1Cl | 5% | -9% | 4% | -8% | i
CN(C)C1(CNC(=O)c2cccc(S(=O)(=O)Nc3ccc(Br)cc3)c2)CCCCC1 | 12% | 13% | -1% | -3% | 0.1%
CCOc1ccc(NS(=O)(=O)c2cc(C)c(C)cc2C)cc1 | -2% | 1% | 6% | -5% | 4.1%
CCCCc1nc(SCC(=O)N2CCCCC2)c2c(=O)n(C)c(=O)n(C)c2n1 | -5% | 13% | 2% | 11% | 8.9%
Cc1nc2ccccc2n1S(=O)(=O)c1cc(C(=O)O)ccc1Cl | -2% | -13% | 3% | 5% | i
CC(=O)Oc1ccc(N(C(C)=O)S(=O)(=O)c2ccc3ccccc3c2)cc1 | 2% | -8% | -4% | 10% | 0.2%

7 records picked at random from those above, as already listed:
SMILES | H1N1 NS1A inhibition | M. tuberculosis | Salmonella PhoP GFP | H37Rv inhibition | VEEV TC-83 Vero
COc1cc(-c2nnc(SCC(=O)Nc3ccc(C(=O)O)cc3)o2)cc(OC)c1OC | -2% | 11% | . | -1% | 3.7%
Cc1cc(=O)oc2c(C)c(OC(=O)c3ccco3)ccc12 | 1% | 1% | 0% | -1% | 8.6%
Cc1c(C(=O)N(C)CC(=O)Nc2cccc(F)c2)oc2c(Cl)cccc12 | 5% | 19% | 2% | -1% | 8.2%
CCOC(=O)N1CCC(NC(=O)C2CCN(S(=O)(=O)N3CCCC3)CC2)CC1 | -2% | -4% | -21% | 2% | 0.7%
Cc1ccc(NC(=O)CCC(=O)NNS(=O)(=O)c2ccc(Cl)cc2)cc1C | -3% | -10% | -7% | -6% | 0.3%
COC(=O)c1c(C)[nH]c(C(=O)OCC(=O)N(CC(C)C)c2c(N)n(Cc3ccccc3)c(=O)[nH]c2=O)c1C | 9% | 27% | 4% | 23% | 2.3%
Cc1cc(Cl)ccc1NC(=O)c1ccc2c(c1)OCO2 | 4% | 47% | -8% | 1% | 0.3%

New compounds follow:
SMILES | H1N1 NS1A inhibition | M. tuberculosis | Salmonella PhoP GFP | H37Rv inhibition | VEEV TC-83 Vero
COc1ccc(C(=O)N/N=C/c2ccc(OC)c(CN3CCc4cc(OC)c(OC)cc4C3C)c2)cc1 (stereo unspecified) | 6% | 77% | 3% | 16% | 12%
CC(C)(C)NC(=O)Cn1c(SCC(=O)NC2CCCCC2)nc2ccccc21 | -14% | 29% | -3% | 5% | i
O=C(CNC(=O)C1CCCCC1)NCc1ccco1 | 1% | -9% | 1% | 0% | 1.7%
O=S(=O)(O)c1cc(O)c(N=Nc2ccc(O)cc2O)c2ccccc12 | 4.3µM* | . | . | . | 0.6%
CCCN(C(=O)COC(=O)CSc1ccc(C(N)=O)cc1[N+](=O)[O-])C1CCS(=O)(=O)C1 (stereo unspecified) | 5% | . | . | . | i
CNC(=S)N(Cc1ccc(OC)cc1)Cc1cc2cccc(C)c2[nH]c1=O | -3% | -17% | 3% | -9% | 11%
CCn1c(CNc2ccccc2Cl)nnc1SCC(=O)NCc1ccccc1 | -3% | 12% | 3% | -6% | 0.1%
COc1ccccc1C1Nc2cccc3cccc(c23)N1 | 22% | 55% | 4% | 1% | 0.2%
COC(=O)c1cc(S(=O)(=O)N2CCOCC2)ccc1Sc1ccccc1N | -25% | 7% | -10% | 10% | 2.4%
CCC(=O)OCc1cc(=O)oc2ccc3ccccc3c12 | -7% | 50% | 12% | 6% | 0.4%
CCOC(=O)c1c(-c2ccccc2)oc2ccc(OCC(O)CN(C)C)cc12 (stereo unspecified) | 3% | 78% | -1% | 14% | i
Cn1c(=O)c2c(nc(CN3CCOCC3)n2Cc2ccccc2)n(C)c1=O | 5% | . | . | . | 3.0%
CCOc1ccc(NC(=O)CSc2nnc(Cc3cccn3C)n2-c2ccc(F)cc2)cc1 | 10% | 38% | 3% | -1% | 1.2%
O=c1[nH]c(SCCOc2ccccc2)nc2ccccc12 | -6% | 6% | -9% | 7% | 1.9%
Cc1cccc(OCC(=O)OC(C)C(=O)Nc2ccc(Cl)cn2)c1 (stereo unspecified) | -4% | 7% | 6% | 13% | 2.0%
CS(=O)(=O)N1CCN(c2ccccc2NC(=O)c2cccs2)CC1 | -5% | 3% | -7% | -9% | 0.9%
COc1ccc(-c2cc(N3CCCC3)n3ncnc3n2)cc1 | -2% | 47% | 23% | 2% | 6.3%
Cc1ccc(Sc2cnn(-c3ccccc3)c(=O)c2Cl)cc1 | -39% | 30% | -25% | 14% | 6.8%
CCn1c(=Nc2ccc(N3CCOCC3)cc2)ccc2ccccc21 | 6% | -12% | -1% | -7% | 1.4%
COc1cc(/C=N/NC(=O)c2cc(-c3ccc4c(c3)OCO4)n[nH]2)ccc1O | 1% | 25% | 0% | 1% | 0.8%
COc1ccc(Cl)cc1NC(=S)NCCO | -5% | 8% | 5% | 0% | 1.4%
OCC1(Cc2ccc(Cl)cc2)CCN(Cc2ccc3nsnc3c2)CC1 | 0% | 20% | 2% | -4% | 1.1%
CCC(C)(C(=O)NC1CCCC1)N(C(=O)c1ccccn1)c1ccccc1 (stereo unspecified) | 5% | -4% | 2% | -10% | 3.2%
Cc1ccc(CSC2=Nc3ccccc3C3=NC(=O)CN23)cc1 | -8% | 20% | -14% | 3% | 0.7%
CCOc1ccc(OCC)c(Nc2cc(C)nc3ncnn23)c1 | 7% | -15% | 11% | -5% | i
Cn1c(=O)c2c(nc(CN3CCN(C(c4ccccc4)c4ccccc4)CC3)n2CCCO)n(C)c1=O | -5% | 31% | -13% | -4% | 1.2%
NC(=O)Nc1n[nH]c(-c2ccccc2)n1 | 18% | -12% | 8% | 7% | 0.4%
N#C/C(=C/c1ccc(N2CCOCC2)o1)C(=O)NC1CCCCC1 | -7% | 75% | -54% | ? | 6.2%
CSCC[C@H](NC(=O)c1cccs1)c1nnc2ccccn12 | -2% | -18% | 8% | -2% | i
O=C(Nc1cccc(Cl)c1)Nc1cccc(C(=O)O)c1 | . | 11% | -20% | 11% | i
Cc1ccc(Nc2c3c(nc4ncnn24)CCC3)cc1 | -2% | 6% | -2% | -6% | 3.0%
CC(C)(C)OC(=O)C[C@@H]1C/C=C\C[C@@H](CC(=O)N[C@H](CO)Cc2ccccc2)C(=O)N2CCC[C@@H]2COC1=O | -4% | 37% | . | 2% | 1.4%
O=C(O)c1ccc(CNC(=O)c2ccc3c(c2)C(=O)N(Cc2cccnc2)C3=O)cc1 | 3% | -1% | -8% | -6% | i
CN(c1ccccc1C(=O)Nc1cccc(Br)c1)S(=O)(=O)c1ccccc1 | -4% | 14% | -10% | 5% | 2.2%
Cc1cc(C)c(C#N)c(Sc2ccc(N)cc2)n1 | -3% | 10% | -3% | 1% | i
CCCC(C(=O)NC(C)(C)C)N(CCN1CCOCC1)C(=O)CNS(=O)(=O)c1ccccc1 (stereo unspecified) | 1% | -10% | -3% | 1% | 2.6%
O=C(NCc1ccc(Cl)cc1)c1nccnc1CO | -14% | -4% | 6% | -10% | 0.4%
COc1ccc(S(=O)(=O)Nc2nc(C(F)(F)F)cs2)cc1 | -2% | 23% | -3% | 0% | 0.6%

Bioassay records (PubChem)
